Source: PubChem
Rtt109 Vps75: C. albicans Rtt109 histone acetyltransferase inhibition | hit rate 0.16% among 330,000 | Q5AAJ8 | purified Rtt109/Vps75, ThioGlo CoA-SH fluorescence, 4 h | inhibition, % at 34.9 µM;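 active = inhibition of at least 50% in every replicate; inconclusive = best replicate reaches 50% inhibition but some replicates fall short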
Target sequence (Q5AAJ8 whole entry, looked up): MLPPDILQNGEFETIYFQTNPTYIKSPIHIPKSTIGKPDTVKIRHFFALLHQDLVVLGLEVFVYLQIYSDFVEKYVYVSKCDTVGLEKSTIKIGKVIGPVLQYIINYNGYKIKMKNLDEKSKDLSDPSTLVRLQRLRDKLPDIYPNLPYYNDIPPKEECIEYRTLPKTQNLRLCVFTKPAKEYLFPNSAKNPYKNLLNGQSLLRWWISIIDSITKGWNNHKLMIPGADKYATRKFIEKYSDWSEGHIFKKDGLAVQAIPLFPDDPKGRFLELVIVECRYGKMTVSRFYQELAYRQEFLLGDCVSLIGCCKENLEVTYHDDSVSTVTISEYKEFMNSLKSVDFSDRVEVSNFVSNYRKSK
HTR5A ag ctr: HTR5A agonism, opioid heterodimer counter-screen | P47898 | HTR5A agonist assay, luminescence, cell-based | activation, % at 9.3 µM | hit rate 0.61% among 340,000 | AID 504692; in the data active = activation mostly above about 9.5%, no sharp cut-off; inactive = mostly below about 7.6%;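 note: 0% = cells with vehicle only and 100% = reference agonist; strong numbers were not always called active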
Target sequence (P47898 whole entry, looked up): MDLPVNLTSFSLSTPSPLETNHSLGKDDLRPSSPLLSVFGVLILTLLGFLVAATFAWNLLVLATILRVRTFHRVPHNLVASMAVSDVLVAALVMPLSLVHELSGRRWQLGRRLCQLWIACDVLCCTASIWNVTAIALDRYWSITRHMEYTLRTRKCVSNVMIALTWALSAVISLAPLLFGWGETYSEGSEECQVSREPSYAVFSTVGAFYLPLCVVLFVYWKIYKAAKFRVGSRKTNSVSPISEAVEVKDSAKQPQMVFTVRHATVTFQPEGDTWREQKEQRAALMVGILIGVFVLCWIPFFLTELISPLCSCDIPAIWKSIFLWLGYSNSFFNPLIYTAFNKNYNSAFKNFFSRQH
dFosB act: activators of mouse delta FosB homodimer; P13346; hit rate 0.99% among 340,000; activation, % at 25 µM; AID 493131; purified delta FosB, TAMRA-CDK5 oligo fluorescence polarization; percent of positive-control signal above neutral wells;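 active = mean activation above about 17%, with every replicate also reaching it, limit read from the data, passing the limit was not always enough; inconclusive = only one of the two conditions met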;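 note: fluorescence polarization rise as delta FosB binds a TAMRA Cdk5 AP-1 oligo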
Target sequence (P13346 whole entry, looked up): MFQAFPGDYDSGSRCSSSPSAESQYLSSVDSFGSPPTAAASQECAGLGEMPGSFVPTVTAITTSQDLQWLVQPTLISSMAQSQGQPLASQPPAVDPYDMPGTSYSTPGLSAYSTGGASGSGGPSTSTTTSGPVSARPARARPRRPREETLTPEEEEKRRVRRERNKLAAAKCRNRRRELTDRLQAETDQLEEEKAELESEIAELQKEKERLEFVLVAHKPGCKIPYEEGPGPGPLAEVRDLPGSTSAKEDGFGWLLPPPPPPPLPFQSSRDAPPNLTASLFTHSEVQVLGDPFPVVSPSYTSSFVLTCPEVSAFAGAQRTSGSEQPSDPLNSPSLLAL
RTF Ca sens act: increases calcium sensitivity of human cardiac regulated thin filaments; P19429+P45379; IANBD-labeled TnC RTF fluorescence at EC20 calcium; 0% EC20 calcium, 100% full calcium; activation, % at 7.2 µM; hit rate 0.24% among 340,000;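 active = activation above the mean over all tested compounds plus 3 SD, cut at about 30% in these data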;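 note: rise in fluorescence read as greater calcium sensitivity of cardiac thin filaments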
SR-BI HDL uptake: blocks mouse SR-BI lipid uptake from DiI-HDL. Q61009. ldlA[mSR-BI] CHO cells, DiI-HDL uptake fluorescence, 3 h. inhibition, % at 12.5 µM. hit rate 0.96% among 320,000. AID 488896;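 active = mean replicate inhibition of at least 70% and a set share of replicates each scoring 70 or more; inconclusive = meets just one of the two criteria; inactive = fails both criteria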;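 note: 0% = median of neutral control wells and 100% = median of positive control wells; values of inactives mirror those of a sister screen read the other way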
PvdQ inh: P. aeruginosa PvdQ acylase inhibition; inhibition, % at 10 µM; hit rate 0.063% among 340,000; AID 488965; purified PvdQ acylase, fluorescence plate reader; in the data active = inhibition above about 30%, passing the limit was not always enough; inconclusive = no clear call, values can overlap the other calls;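 note: 0% = vehicle neutral wells and 100% = reference inhibitor wells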
Wnt act: Wnt/beta-catenin pathway activation | hit rate 1.2% among 300,000 | Wnt/beta-catenin reporter cell assay, activator, plate reader | activation, % at 9.35 µM; in the data active = activation above about 30%, passing the limit was not always enough; inconclusive = no clear call, values can overlap the other calls;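 note: 0% = neutral control wells and 100% = positive control wells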
CDK5 inh: inhibitors of human CDK5/p35 kinase; Q00535+Q15078; Recombinant CDK5/p35, ADP-Glo luminescence, 60 min; inhibition, % at 10 µM; hit rate 0.01% among 330,000;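 active = highest replicate inhibition of at least 50% and at least 75% of replicates reaching 50%; inconclusive = only one of the two criteria met; inactive = both criteria failed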;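 note: plate controls were DMSO neutral control for no effect and GW8510 at 10 µM for full effect; many of its hits are not listed in these tables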
SR-BI uptake up: enhances SR-BI lipid uptake from DiI-HDL; CHO ldlA[mSR-BI] cells, DiI-HDL uptake fluorescence, 3 h; 100 = double the neutral-control signal; hit rate 0.096% among 320,000; activation, % at 12.5 µM; AID 504775;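 active = mean replicate activation of at least 60% and every replicate at or above 60%; inconclusive = mean or all-replicate condition met, but not both; inactive = mean below 60% and not all replicates reaching 60%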;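 note: 0% = median plate neutral-control signal and 100% = twice that signal; values of inactives mirror those of a sister screen read the other way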
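material = CHO ldlA[mSR-BI] cells | medium = Ham's F12 with 0.5% BSA, HEPES 25 mM, pH 7.4 | reagent = fluorescent DiI-HDL, 10 µg/mL final | compound dosing = single-point compound dose | incubation = 3 h, 37 °C | measured by = bottom-read fluorescence, 550/595 nm | measure = HDL uptake via cellular fluorescence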
MITF act: activators of MITF-driven TRPM1 promoter activity in SK-MEL-5 cells. SK-MEL-5 TRPM1-promoter luciferase, 24 h; % of positive control, neutral wells = 0. hit rate 0.75% among 300,000. AID 588334. activation, % at 12.5 µM;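 active = mean activation of at least 80% with every replicate also reaching 80%; inconclusive = mean reaches 80% but some replicate falls short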;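 note: 0% = neutral control wells and 100% = parthenolide positive control wells; values of inactives mirror those of a sister screen read the other way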
* hit, by the source's call; ? = inconclusive; . = no result given.

SMILES | Rtt109 Vps75 | HTR5A ag ctr | dFosB act | RTF Ca sens act | SR-BI HDL uptake | PvdQ inh | Wnt act | CDK5 inh | SR-BI uptake up | MITF act
O=C(CC12CC3CC(C1)CC(CC(=O)NC1=NCCS1)(C3)C2)NC1=NCCS1 | -14 | 5 | 2 | -6 | -40 | 6 | -4 | -1.3 | 40 | 0
COC(=O)C(O)(NC(=O)c1ccncc1)C(F)(F)F (stereo not given) | 4 | -1 | 2 | 4 | . | -10 | 1 | -0.1 | . | 3
O=C(NC(=S)N1CCCCC1CO)C12CC3CC(CC(C3)C1)C2 (stereo not given) | 0 | -1 | -1 | -2 | -18 | -10 | -4 | -2.2 | 18 | 5
CCn1c(SCC(=O)O)nc2sc3c(c2c1=O)CCC3 | 1 | 3 | -7 | -14 | -39 | -4 | ? | -0.8 | 39 | 1
Cc1nc2cc3c(cc2s1)OCO3 | -3 | -7 | 1 | 5 | 9 | -6 | -4 | 0.3 | -9 | -7
O=C(Nc1ccc(N2CCN(C(=O)c3ccc(Cl)cc3)CC2)cc1)c1cc2ccccc2o1 | -1 | -2 | 3 | 0 | 65 | -3 | . | -0.4 | -65 | -46
COc1cc(OC)cc(C(=O)OC/C(O)=C(\C#N)c2nc3ccccc3[nH]2)c1 | 3 | -2 | 40* | 2 | 12 | -7 | -2 | 0.6 | -12 | -14
O=C(c1cc(F)ccc1F)C1CCCN(C(=O)c2cccs2)C1 (stereo not given) | -6 | 0 | 2 | -3 | 1 | -14 | -9 | -0.6 | -1 | 6
O=C(CN1CCN(S(=O)(=O)c2ccc(Br)cc2)CC1)N/N=C/c1cccs1 | 5 | -2 | -8 | -1 | -14 | 1 | . | -0.8 | 14 | -4
CN(CCc1ccccn1)C(=O)CCC1CCCN(C(=O)c2cccc(N(C)C)c2)C1 (stereo not given) | -12 | -25 | -11 | -1 | 5 | -6 | -1 | -0.6 | -5 | -5
CCOC(=O)c1c(C)c(C(=O)NCc2cccs2)c(C)n1CC | 10 | -6 | -5 | -7 | 18 | -17 | -1 | 1.1 | -18 | -7
CC(=O)C1=C(C)NC(SCC(=O)c2ccc(Cl)c(Cl)c2)=C(C#N)C1c1ccco1 (stereo not given) | -1 | 0 | -4 | 9 | 25 | -2 | -5 | -0.9 | -25 | -6
COCc1cc(C)nc(NC2CC(C)(C)NC(C)(C)C2)c1C#N | 0 | 0 | -1 | -1 | -7 | -1 | 0 | 0.5 | 7 | -14
O=C(NNc1cccc(Cl)n1)c1c(Cl)cccc1Cl | 5 | 8 | 9 | -1 | 3 | 3 | . | 2.2 | -3 | .
Cc1ccc(S(=O)(=O)CCC(=O)OCC(=O)NC(=O)c2ccccc2)cc1 | 4 | 3 | ? | 3 | -26 | -3 | -1 | -0.8 | 26 | 1
CCc1nnc(NS(=O)(=O)c2ccc(NC(=O)c3ccc(Br)cc3)cc2)s1 | 10 | -2 | -6 | 3 | 6 | -8 | -1 | 0.2 | -6 | -11
CCC1=C2CC[C@H]3C(=O)N(CC)C(=O)[C@H]3[C@H]2[C@@]2(Cc3ccccc3)C(=O)N(Cc3ccccc3)C(=O)N2C1=O | 6 | 12 | 7 | 3 | -11 | -1 | -5 | -1.5 | 11 | -23
COc1ccccc1CC(=O)N1CCCc2cc(C)ccc21 | -5 | -3 | 4 | -13 | -33 | -2 | -1 | -1.3 | 33 | .
COc1ccc(C2C(C(=O)N3CCOCC3)c3ccccc3C(=O)N2c2ccc(OC)cc2)cc1 (stereo not given) | -9 | -1 | 0 | -1 | -11 | -4 | . | 0.5 | 11 | 4
Oc1c(CN2CCN(c3ccccn3)CC2)cc(Cl)c2cccnc12 | 2 | -8 | 9 | -1 | 6 | -3 | . | -0.8 | -6 | -83
O=C(NC1CCCC1)c1cc(-c2ccc(Cl)cc2)on1 | -10 | 2 | -1 | 4 | 23 | -5 | 30* | -0.1 | -23 | 132*
COc1ccc(S(=O)(=O)Nc2nc3ccccc3nc2NCC2CCCO2)cc1 (stereo not given) | 9 | -2 | -3 | -4 | . | -3 | 1 | -0.2 | . | -3
Cc1cc2nc(-c3ccc(SCC(=O)Nc4nccs4)nc3)[nH]c2cc1C | 7 | 5 | 58* | -2 | 8 | -6 | . | 1.1 | -8 | -71
COc1cc2c(cc1OC)C(c1ccccc1)N(C(=O)CSCC(=O)O)CC2 (stereo not given) | -4 | -5 | 2 | -1 | -14 | -3 | 3 | 1.0 | 14 | 3
Cc1ccc(/C=N/NC(=O)c2cc3c(ccc4ccccc43)o2)cc1[N+](=O)[O-] | 2 | 7 | -2 | 6 | 4 | -24 | . | -3.2 | -4 | 6
COC(=O)C(Cc1c[nH]c2ccccc12)NC(=O)c1cc(-c2ccc(OC)c(OC)c2)oc1C (stereo not given) | 2 | 0 | -10 | -18 | 54 | -2 | 0 | -0.2 | -54 | -1
CC1=C(C)CC(C(=O)NCc2ccc3c(c2)OCO3)C(C(=O)O)C1 (stereo not given) | -3 | 2 | 6 | 6 | -10 | -4 | . | 1.7 | 10 | -5
COc1ccc(CC2(CO)CCN(S(=O)(=O)c3sccc3C)CC2)cc1 | -6 | 0 | -9 | 11 | 4 | -26 | -1 | -2.0 | -4 | 2
CN(C)CCCN(C(=O)/C=C/c1cccs1)c1nc2c(F)cccc2s1 | -3 | -2 | -23 | -3 | . | -6 | 6 | -6.2 | . | -51
Cn1cccc1C(=O)NCC1CCCCC1 | -4 | -3 | 0 | -2 | 5 | 13 | 1 | 0.1 | -5 | 18
CCOC(=O)Cn1nc(CC)c2ccccc2c1=O | -1 | -2 | 4 | 4 | -5 | 0 | . | 3.1 | 5 | -4
C=C(C)c1cccc(C(C)(C)NC(=O)N2CCN(c3ccccc3)CC2)c1 | 1 | 3 | 0 | -3 | -17 | -14 | 3 | 0.5 | 17 | -3
COc1ccc(OC)c(NC2=NC3(CCCCC3)N=C(N)N2)c1 | 2 | 3 | -11 | 0 | 18 | -12 | . | -0.7 | -18 | .
CC(C)c1nc2ccc(NC(=O)C34CC5CC(CC(C5)C3)C4)cc2[nH]1 | -4 | -1 | -2 | 2 | -23 | -10 | . | -1.1 | 23 | 22
CCS(=O)(=O)n1nc(-c2ccccc2)nc1SC | 15 | 2 | -1 | -3 | -10 | 9 | 5 | 5.5 | 10 | 22
Cc1ccc(C(=O)c2coc3c2C(=O)C(=O)c2ccccc2-3)cc1 | 2 | 19* | -10 | -3 | -16 | -4 | . | 2.7 | 16 | 71
COc1ccc(/C=C/C(=O)OCC(=O)c2c(N)n(C)c(=O)n(C)c2=O)cc1 | 1 | -2 | -5 | 4 | 15 | -2 | -4 | 1.6 | -15 | -8
COc1ccccc1/C=C(/NC(=O)c1ccccc1)C(=O)NCCN1CCOCC1 | 11 | -4 | 2 | 1 | -10 | -4 | 2 | 1.8 | 10 | 5
S=C1CC2CCCC(C2)N1 (stereo not given) | -5 | -2 | -1 | 0 | 5 | -14 | 0 | -1.0 | -5 | 10
COc1ccc(C2(C(=O)Nc3cc(C)on3)CCOCC2)cc1 | -19 | 2 | -5 | -3 | -17 | -1 | . | 0.0 | 17 | 17
COc1ccc(S(=O)(=O)Cc2ccc(C(=O)N3CCN(c4cc(C)ccc4C)CC3)o2)cc1 | -2 | -1 | -20 | -7 | 6 | -11 | -3 | -0.2 | -6 | 2
NC(=O)C1CCN(C(=O)c2ccc(NS(=O)(=O)c3ccc(F)cc3)cc2)CC1 | -4 | -1 | -7 | 3 | -10 | -17 | -3 | -2.7 | 10 | 9
CSc1nsc(/C=C/Nc2ccc(Cl)cc2)c1C#N | -7 | 8 | -21 | 0 | 57 | -10 | . | 0.0 | -57 | -3
CCCCN1C(=O)/C(=C(/C#N)C(=O)N2CCCC2)c2ccccc21 | -9 | 6 | 4 | -4 | -20 | 4 | 0 | -0.4 | 20 | -13
O=C1/C(=C/c2ccc(F)cc2)CCC1C1CCCC1 (stereo not given) | -6 | -4 | -4 | 3 | -15 | -7 | 18 | 1.4 | 15 | 71
CC(=O)NC(CC(=O)OCC(=O)c1cc(C)ccc1C)c1ccccc1 (stereo not given) | -29 | 6 | -11 | -2 | 18 | -9 | 6 | 1.9 | -18 | 10
CCOC(CNC(=O)c1ccc(N2CCc3ccccc32)c([N+](=O)[O-])c1)OCC | -2 | -7 | -6 | -1 | 62 | -4 | . | 1.0 | -62 | 2
CCCCC(=O)Nc1cccc(NC(=S)NC(=O)Cc2ccccc2)c1 | 2 | -3 | 3 | -1 | -3 | -6 | -5 | 1.7 | 3 | -9
COc1c(Cl)cc(Cl)cc1CNCc1ccccc1 | . | 5 | -5 | -5 | 13 | -1 | . | 1.3 | -13 | 15
COc1ccc(NC(=O)c2cccc(N3C(=O)C4C5C=CC(C5)C4C3=O)c2)cc1Cl (stereo not given) | -5 | 1 | -1 | -2 | 9 | -15 | 1 | 0.4 | -9 | -12
COc1ccc2oc(=O)c(C(=O)N3CCN(c4ccccc4C)CC3)cc2c1 | 2 | 10 | -7 | 8 | -1 | -17 | 49* | -14 | 1 | 105*
COc1cc(CN(C(=O)c2ccco2)c2ccc(C)cc2)ccc1O | 2 | -7 | -8 | 2 | 4 | -11 | . | -0.2 | -4 | -6
O=C(/C=C/Nc1ccc(S(=O)(=O)Nc2cnc3ccccc3n2)cc1)c1ccccc1 | 31 | 6 | 1 | -1 | . | 16 | -2 | -0.6 | . | 18
COc1cc(-c2nc(S(=O)(=O)c3ccc(Cl)cc3)c(N3CCOCC3)o2)cc(OC)c1OC | -7 | -4 | -6 | -6 | 31 | -5 | . | 0.2 | -31 | 6
NC(=O)C[n+]1cccc(C(N)=O)c1 | 10 | 3 | 2 | -2 | -9 | 3 | -8 | 0.3 | 9 | 0
O=c1[nH]c(C2CCN(S(=O)(=O)c3ccccc3C(F)(F)F)CC2)nc2c1nnn2Cc1cccc(F)c1 | 14 | 3 | -18 | -1 | . | -10 | -2 | -0.7 | . | -10
COc1cc(C(=O)N/N=C/c2cc([N+](=O)[O-])cs2)cc(OC)c1OC | 5 | 4 | -10 | 1 | 31 | -16 | -10 | -1.1 | -31 | 7
Clc1cccc(-c2sc(Nc3ccccc3)n[n+]2-c2ccccc2)c1Cl | 4 | 3 | -8 | 3 | -22 | -10 | -2 | 1.5 | 22 | 2
CCCn1nc2cc(C(=O)NCCCCc3ccccc3)ccc2c1OCC | 2 | -2 | 3 | -1 | 27 | -7 | -10 | -2.2 | -27 | 10
COc1cccc(CN2CC(O)=C(c3nc(-c4ccc(Cl)cc4)cs3)C2=N)c1 | -5 | -6 | 7 | 4 | 23 | -5 | . | -2.2 | -23 | 4

This is a random part of the collection. About 4.4% of those tested had a hit in this group.
